BoNT-F LC inh – inhibitors of Botulinum neurotoxin F light chain protease; inhibition, % at 10 µM; 0.22% of 360,000 active; AID 588497; Multiplex microsphere protease cleavage assay, flow cytometry; in the data active means inhibition above about 35%, passing the limit was not always enough; inconclusive means no clear call, values can overlap the other calls; further: plate controls were buffer without enzyme for full effect and enzyme alone for no effect
FBA Mtb inh – inhibitors of M. tuberculosis fructose-bisphosphate aldolase; P9WQA3; purified M. tuberculosis FBA, fluorescence read-out; inhibition, % at 1 µM; 2.3% of 360,000 active; AID 588726; in the data active means inhibition above about 27%;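 further: 0% = vehicle and 100% = reference inhibitor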
Target sequence (P9WQA3 whole entry, looked up): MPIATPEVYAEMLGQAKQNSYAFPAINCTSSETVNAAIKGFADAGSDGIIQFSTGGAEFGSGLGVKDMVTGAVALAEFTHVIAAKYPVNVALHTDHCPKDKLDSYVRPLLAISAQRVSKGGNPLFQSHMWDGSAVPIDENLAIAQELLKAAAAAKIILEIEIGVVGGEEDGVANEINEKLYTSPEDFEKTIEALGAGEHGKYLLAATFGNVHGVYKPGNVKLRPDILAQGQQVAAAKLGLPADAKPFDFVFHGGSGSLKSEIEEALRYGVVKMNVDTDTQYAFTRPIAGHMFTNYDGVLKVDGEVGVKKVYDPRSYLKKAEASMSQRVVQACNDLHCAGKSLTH
Anthrax LF inh2 – blocks Bacillus anthracis lethal factor protease; AID 588501; multiplex microsphere protease cleavage assay, LF; inhibition, % at 10 µM; 0.12% of 360,000 active; further: plate controls were buffer without enzyme for full effect and enzyme alone for no effect
GDH-TPI inh – inhibits GDH-TPI coupling enzymes, artifact for Mtb FBA screen; GDH-TPI coupled enzyme counterscreen, NADH absorbance; inhibition, % at 4.8 µM; 1.2% of 360,000 active; in the data active means inhibition above about 30%;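 further: 0% = DMSO wells and 100% = wells lacking the enzyme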
Mtb UGM inh – inhibitors of M. tuberculosis UDP-galactopyranose mutase. 0.06% of 320,000 active. purified UGM, fluorescence polarization probe displacement. AID 504406. P9WIQ1. inhibition, % at 10 µM; in the data active means inhibition above about 10%, passing the limit was not always enough; inconclusive means no clear call, values can overlap the other calls
Target sequence (P9WIQ1 whole entry, looked up): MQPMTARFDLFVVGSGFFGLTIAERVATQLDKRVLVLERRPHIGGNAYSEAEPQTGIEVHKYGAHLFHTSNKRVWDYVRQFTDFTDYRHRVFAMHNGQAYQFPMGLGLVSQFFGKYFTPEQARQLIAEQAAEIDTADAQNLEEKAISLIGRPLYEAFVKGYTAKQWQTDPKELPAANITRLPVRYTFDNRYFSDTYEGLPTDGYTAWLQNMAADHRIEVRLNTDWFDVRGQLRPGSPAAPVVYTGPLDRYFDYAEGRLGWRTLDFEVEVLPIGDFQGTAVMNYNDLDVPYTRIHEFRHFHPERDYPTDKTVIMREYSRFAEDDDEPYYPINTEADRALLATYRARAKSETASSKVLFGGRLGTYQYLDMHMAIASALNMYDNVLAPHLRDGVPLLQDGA
PfHsp40 yeast – compounds rescuing yeast from Plasmodium falciparum HSP40 toxicity; S. cerevisiae expressing PfHsp40, growth rescue, ATP luminescence; growth rescue, % at 12.5 µM; 0.68% of 340,000 active; in the data active means growth rescue above about 28%, passing the limit was not always enough; inconclusive means no clear call, values can overlap the other calls;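 further: yeast W303a lacking pdr1 and pdr3 grown in galactose medium; growth measured after three days at 30 °C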
BioA inh – blocks M. tuberculosis BioA enzyme activity; purified M. tuberculosis BioA enzyme, plate reader; inhibition, % at 9.99 µM; 0.096% of 360,000 active; AID 602481; in the data active means inhibition above about 40%; inconclusive means no clear call, values can overlap the other calls
FadD28 binding – blocks FadD28 binding to the bisubstrate probe; fluorescence polarization; inhibition, % at 12.5 µM; 0.22% of 360,000 active; AID 588549; in the data active means inhibition above about 8.5%, passing the limit was not always enough; inconclusive means no clear call, values can overlap the other calls
BoNT-A LC inh2 – blocks Botulinum neurotoxin A light chain protease | multiplex microsphere protease substrate cleavage, flow cytometry | inhibition, % at 10 µM | 0.17% of 360,000 active; further: plate controls were buffer without enzyme for full effect and enzyme alone for no effect
Starred values were filed as active, the others as inactive; u = inconclusive; x = no result given; & = joins results of further samples. Unless noted, no stated cut-off is given here; in the data, active means inhibition above about 30%; inconclusive means no clear call, values can overlap the other calls; inactive means below that.

SMILES | BoNT-F LC inh | FBA Mtb inh | Anthrax LF inh2 | GDH-TPI inh | Mtb UGM inh | PfHsp40 yeast | BioA inh | FadD28 binding | BoNT-A LC inh2
COc1cccc(OC)c1C(=O)Nc1ccnn1C | -2 | -2 | -11 | -9 | 1.6 | -1.2 | -1.5 | x | -1.7
O=C(NCCN1CCN(c2ccccc2)CC1)C1(S(=O)(=O)c2ccc(Cl)cc2)CC1 | -12 | 0 | -1 | -12 | 2.7 | 0.9 | -0.9 | -0.8 | -0.8
COc1ccc(N(CC(=O)Nc2ccc(S(=O)(=O)N3CCCC3)cc2)S(C)(=O)=O)cc1OC | 4 | 3 | -8 | -7 | 2.7 | 0.0 | -0.4 | -3.9 | 0.2
O=[N+]([O-])c1c(NCCO)cc(N2CCCCC2)c2nonc12 | 1 | -23 | 0 | 13 | 2.8 | 5.2 | x | -4.1 | 0.2
CC(NS(=O)(=O)c1ccc(Br)cc1)C(N)=O (configuration not stated) | 1 | 2 | 1 | 5 | -1.1 | -1.3 | x | -5.2 | -0.3
O=C(CSCC(=O)OCC(=O)c1ccc(Br)cc1)Nc1ccc(Br)cc1 | -3 | -4 | -2 | -9 | -5.1 | 3.6 | -0.2 | -1.6 | -0.3
Cn1cccc1C(=O)N/N=C/c1c(Cl)cccc1Cl | -16 | 2 | 12 | 1 | 1.4 | -0.6 | -0.6 | -3.4 | -3.3
CC(=O)c1c(C)n(-c2ccccc2)c2ccc(OCC(N)=O)cc12 | -5 | 1 | 1 | 0 | 3.5 | 1.0 | x | -1.2 | -0.5
CCOC(=O)N1CCN(C(=O)c2ccc(N3CC4CC(C3)c3cccc(=O)n3C4)c(NC(=O)c3ccc(F)cc3)c2)CC1 (configuration not stated) | -8 | -2 | 2 | 3 | 0.1 | -0.4 | 5.0 | -2.7 | 1.1
NNC(=O)c1cnn(-c2ccccc2)c1-n1cccc1 | -2 | 1 | -3 | -4 | 3.0 | 1.0 | -0.5 | -0.7 | 2.1
COc1cc(S(=O)(=O)Nc2ccc(C)cc2)ccc1NC(=O)c1ccncc1 | 4 | 1 | -1 | 6 | 8.1 | -0.1 | x | -4.3 | -0.3
CCOc1cc(C2NC(=O)NC(O)(C(F)(F)F)C2C(=O)c2ccc(Cl)cc2)ccc1O (configuration not stated) | -2 | -1 | 0 | 2 | -3.5 | -1.6 | 0.2 | -1.9 | 0.3
CCc1ccc(OC)c(-c2csc(N)n2)c1 | -2 | -2 | -2 | -3 | -1.0 | 0.1 | x | 1.3 | -0.3
COc1ccc(/C=N/NC(=O)c2ccncc2)cc1CN1CCCc2ccccc21 | 2 | -1 | -3 | 9 | 0.2 | -1.1 | -0.5 | -2.4 | -2.0
COc1ccc(NC(=O)CNS(=O)(=O)c2ccc3nc(C)sc3c2)c(OC)c1 | -4 | 2 | -1 | 3 | -0.9 | -1.5 | x | -1.4 | 0.2
COc1ccc(C(=O)N2Cc3cnnn3-c3ccccc3C2C#N)cc1 (configuration not stated) | -5 | -2 | -6 | 6 | x | 0.6 | 0.5 | -1.2 | -0.3
COc1ccc(NC(=O)N(C)C[C@@H]2Oc3ncc(Br)cc3C(=O)N([C@@H](C)CO)C[C@@H]2C)cc1 | -6 | -1 | 3 | 5 | x | x | 0.1&-1.0 | 0.0 | -0.1
CC(=O)c1ccc(S(=O)(=O)N2CCCCC2C(=O)O)cc1 (configuration not stated) | -2 | 0 | -2 | 2 | 0.2 | -0.9 | -0.3 | -2.0 | -0.2
O=C1C(Cl)=C(Nc2ccc(F)cc2)C(=O)N1CCc1ccccc1 | 3 | -2 | 4 | 5 | 4.4 | -0.9 | x | -0.4 | -0.1
O=c1cc(-c2ccccc2)[nH]n1-c1nc2ccccc2[nH]1 | -39 | 11 | -4 | 24 | 1.2 | -0.4 | -1.1 | 0.3 | -0.9
Cc1ccc(NC(=O)C(C)N2C(=O)c3ccccc3C2=O)cc1C (configuration not stated) | u | 2 | -1 | -2 | 0.8 | 5.0 | 2.1 | -1.3 | -0.7
COc1cc(CCC(=O)OCC(=O)c2ccc[nH]2)cc(OC)c1OC | 7 | 2 | 3 | -7 | -5.8 | 1.1 | 2.3 | -1.0 | 2.0
C(/CCc1ccccc1)=N\Nc1nc2ccccc2[nH]1 | -14 | 2 | -9 | -3 | -3.0 | 7.1 | x | -0.9 | -1.6
O=C(/C=C/c1ccco1)N(Cc1ccccc1)C1CCS(=O)(=O)C1 (configuration not stated) | 17 | 5 | 1 | 0 | 2.2 | -0.1 | 0.1 | -3.2 | 3.1
CNc1nc(Nc2ccc(Br)cc2)nc(N)c1[N+](=O)[O-] | -4 | 2 | 0 | 12 | 1.5 | -0.7 | x | -1.3 | -0.3

Looked up by structure from the entries so far, 4 records:
SMILES | BoNT-F LC inh | FBA Mtb inh | Anthrax LF inh2 | GDH-TPI inh | Mtb UGM inh | PfHsp40 yeast | BioA inh | FadD28 binding | BoNT-A LC inh2
COc1cc(S(=O)(=O)Nc2ccc(C)cc2)ccc1NC(=O)c1ccncc1 | 4 | 1 | -1 | 6 | 8.1 | -0.1 | x | -4.3 | -0.3
CNc1nc(Nc2ccc(Br)cc2)nc(N)c1[N+](=O)[O-] | -4 | 2 | 0 | 12 | 1.5 | -0.7 | x | -1.3 | -0.3
O=C(/C=C/c1ccco1)N(Cc1ccccc1)C1CCS(=O)(=O)C1 (configuration not stated) | 17 | 5 | 1 | 0 | 2.2 | -0.1 | 0.1 | -3.2 | 3.1
NNC(=O)c1cnn(-c2ccccc2)c1-n1cccc1 | -2 | 1 | -3 | -4 | 3.0 | 1.0 | -0.5 | -0.7 | 2.1

The listing picks up, repeating the 5 entries before the break.
SMILES | BoNT-F LC inh | FBA Mtb inh | Anthrax LF inh2 | GDH-TPI inh | Mtb UGM inh | PfHsp40 yeast | BioA inh | FadD28 binding | BoNT-A LC inh2
Cc1ccc(NC(=O)C(C)N2C(=O)c3ccccc3C2=O)cc1C (configuration not stated) | u | 2 | -1 | -2 | 0.8 | 5.0 | 2.1 | -1.3 | -0.7
COc1cc(CCC(=O)OCC(=O)c2ccc[nH]2)cc(OC)c1OC | 7 | 2 | 3 | -7 | -5.8 | 1.1 | 2.3 | -1.0 | 2.0
C(/CCc1ccccc1)=N\Nc1nc2ccccc2[nH]1 | -14 | 2 | -9 | -3 | -3.0 | 7.1 | x | -0.9 | -1.6
O=C(/C=C/c1ccco1)N(Cc1ccccc1)C1CCS(=O)(=O)C1 (configuration not stated) | 17 | 5 | 1 | 0 | 2.2 | -0.1 | 0.1 | -3.2 | 3.1
CNc1nc(Nc2ccc(Br)cc2)nc(N)c1[N+](=O)[O-] | -4 | 2 | 0 | 12 | 1.5 | -0.7 | x | -1.3 | -0.3
CCOC(=O)C1(CC2CCCCO2)CCN(C(=O)Nc2cccc(SC)c2)CC1 (configuration not stated) | -6 | -2 | -2 | 3 | -0.2 | 0.3 | x | -1.7 | -1.1
COc1ccc(OC)c(CC(NC(C)=O)C(=O)NC2CCN(C(=O)c3cccc(C)c3)CC2)c1 (configuration not stated) | 2 | -2 | -1 | -1 | x | 1.4 | 0.1 | 0.3 | -0.6
O=C(NNC(=O)c1ccc(F)c(S(=O)(=O)N2CCOCC2)c1)c1ccc([N+](=O)[O-])cc1 | 5 | 5 | 7 | 8 | -1.1 | -0.4 | 1.1 | x | 3.3
O=C(CC(=O)N/N=C\c1ccccc1)NCCc1ccccc1 | 3 | -4 | -4 | 0 | 2.0 | -1.4 | -0.5 | -1.7 | 3.1
COc1ccc(CN2CCN(C(=O)c3ccco3)CC2)c(OC)c1OC | x | 5 | x | 13 | -0.7 | x | -1.8 | 0.1 | x
O=C(CNC(=O)Cc1cccc2ccccc12)NCc1ccccc1F | -14 | -1 | -10 | -5 | 0.3 | 1.3 | -1.3 | -0.1 | 3.1
CCCN=Cc1sc2ccc(OCC)cc2c1O | 1 | 5 | -6 | 17 | 2.2 | 2.5 | 0.2 | 0.8 | 0.5
CCOC(=O)C1CNc2cc(S(=O)(=O)CC)ccc2O1 (configuration not stated) | -3 | -4 | -5 | 4 | -1.3 | 0.5 | -2.5 | -1.0 | -0.7
O=C(NCC1CCCO1)c1ccc(CS(=O)(=O)Cc2ccc(F)cc2)o1 (configuration not stated) | -4 | 2 | 0 | 6 | 0.7 | 1.5 | -0.4 | -0.9 | -0.3
O=C(O)C1CC=CCC1C(=O)Nc1ccccc1C(=O)N1CCN(c2ccc(Cl)cc2)CC1 (configuration not stated) | 2 | 22 | -3 | 7 | 1.0 | -0.9 | x | -1.2 | 0.3
CC(C)N1CCC1(C)C(=O)Nc1cccc(C#N)c1 (configuration not stated) | 5 | -1 | -10 | 0 | x | x | 1.0 | -2.4 | -0.5
CCCCC(=O)Nc1ccc(NC(=O)CC)cc1OC | 0 | -2 | -2 | -2 | 1.3 | -0.9 | 0.8 | -1.3 | -0.4
Cc1cccc2c1CC(C)(C)N/C2=C\C(N)=O | 3 | 0 | 3 | -3 | -1.0 | 0.1 | -7.2 | -2.2 | 1.6
CC1CCCCN1C(=O)NC1CC(=O)N(c2ccc3c(c2)OCCO3)C1 (configuration not stated) | 7 | 0 | -2 | 2 | -1.0 | -1.3 | -1.9 | -0.3 | 6.5
Cc1cc(C)n(-c2ccnc3cc(Cl)ccc23)n1 | 1 | 0 | 10 | -4 | -0.3 | 0.2 | -0.3 | 0.0 | -0.5
CC(C)NC1=C(Cl)C(=O)c2ccccc2C1=O | -17 | -1 | -5 | 11 | -1.2 | -1.8 | 0.2 | 0.9 | -0.7
O=C(CSc1cn(CCNC(=O)c2ccc3ccccc3c2)c2ccccc12)NCc1ccco1 | -3 | 5 | -16 | -9 | 4.0 | -0.7 | -0.3 | -0.8 | 0.6
Cc1onc(-c2ccccc2)c1C(=O)NN1CCOCC1 | 7 | 0 | -2 | 1 | -0.3 | 0.2 | -1.0 | -0.9 | 5.8
C#CCNC(=O)C1=C[C@@H](c2ccccc2)C[C@@H](OCc2ccc(CO)cc2)O1 | -5 | -1 | 4 | 8 | 0.1 | -1.4 | 1.7&-0.6 | -4.6 | -1.3
N#Cc1ccccc1OCC(=O)Nc1ccccc1C(=O)NC1CC1 | 3 | 2 | -2 | 2 | -0.3 | 0.4 | 1.0 | -1.7 | 1.2
CCCS(=O)(=O)NCCc1cc2ccc(C)cc2[nH]c1=O | -2 | 0 | -1 | 0 | -2.1 | 0.0 | 0.1 | 0.8 | 0.4
COc1ccccc1NC(=O)N1CCCC(CNC(=O)c2ccccc2Cl)C1 (configuration not stated) | 3 | 2 | 0 | -5 | 1.7 | -1.2 | -0.9 | -0.6 | 0.5
CC(C)CN(C(=O)C1CC1)C1CCS(=O)(=O)C1 (configuration not stated) | -6 | -7 | -1 | 13 | -1.6 | -1.2 | -2.1 | -3.8 | -0.3
Cc1ccc(S(=O)(=O)N2C[C@H]3[C@H]4C(=O)N(C5CCCCC5)C(=O)[C@H]4CC(=O)[C@H]3[C@@H]2c2ccccc2F)cc1 | -14 | -2 | 4 | x | x | x | -4.5 | -1.4 | -0.1
O=C(CSc1nnc(-c2ccccc2Br)o1)N1CCOCC1 | -4 | -4 | 1 | 2 | 0.3 | -1.5 | -1.7 | -0.4 | 0.9
Cc1ccc(CSCCNC(=O)/C=C/c2ccc(Cl)cc2)cc1 | 3 | 1 | 1 | -8 | -1.2 | 3.1 | -0.9 | -2.4 | 1.9
O=C(NCc1ccccc1)c1cccc2c1C(=O)c1ccc(/C=C/c3ccccc3)cc1S2(=O)=O | 12 | 1 | 2 | 22 | 5.4 | -0.7 | -3.7 | 0.5 | 1.8
Cc1noc(C)c1-c1ccc(C(=O)NCC2CC2)c2occc12 | 0 | 2 | -2 | -4 | x | x | -0.6 | -5.5 | 0.2
CC(C)N(C(=O)[C@H]1CC(CC(=O)NCC23CC4CC(CC(C4)C2)C3)C(=O)N2CCc3c([nH]c4ccccc34)[C@]12C)C(C)C (some centres not stated) | 0 | -1 | -15 | 7 | x | 2.5 | -0.1 | -0.5 | -0.3
CC[n+]1ccccc1/C=C/c1ccc(N(C)C)cc1 | -1 | -17 | 0 | 11 | x | 0.7 | -1.1 | 0.3 | -0.6

Assay outcomes: PubChem, several laboratories
